Spn PMK inh = inhibitors of Streptococcus pneumoniae phosphomevalonate kinase; purified PMK, PK/LDH-coupled NADH absorbance 340 nm; actives 0.49% (n = 65,000); inhibition, % at 10 µM;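 active = top-ranked compounds by inhibition in the single 10 µM screen, taking a fixed number of the strongest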;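 note: 0% = full reaction with DMSO carrier and 100% = background rate without enzyme reaction; no value below 0 was filed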
Alkaline phosphatase = inhibition of tissue-nonspecific alkaline phosphatase – biochemical, luminescent (AID 518); inhibition, % at 20 µM, or IC50 in µM where a hit was titrated; actives 0.09% (n = 64,000); purified TNAP enzyme, luminescent substrate readout; higher % means a stronger effect; in the data active = a potency from the dose series; inactive = the rest, 99 in 100 with inhibition below about 22%;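 note: plate controls were vehicle for no effect and reference inhibitor for full effect; many of its hits are not listed in these tables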
DPM-DC inhibit = blocks S. pneumoniae diphosphomevalonate decarboxylase; calls only at 10 µM; actives 0.49% (n = 65,000); AID 556; purified DPM-DC, PK/LDH coupled NADH fluorescence;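 active = the 320 compounds with the highest percent inhibition in the single-dose primary screen, excluding strongly autofluorescent ones, cut at about 32% in these data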;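 note: kinetic rate of NADH fluorescence loss reporting ADP formed by the decarboxylase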
HT1080 viability = cytotoxicity in HT1080 fibrosarcoma cells, cell-based, fluorescence readout (AID 620) | HT1080 viability, fluorescence; higher % means a stronger effect | cytotoxicity, % at 10 µM; hits with a dose series show EC50 in µM | actives 0.42% (n = 87,000);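 note: cells exposed to compound overnight then 4 h with Alamar Blue; 0% = vehicle DMSO and 100% = killing control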
KRASV12 cytotoxicity = viability loss of HPDE-C7K cells – cell-based, fluorescence, HTS, primary screen (AID 431). HPDE-C7K KRASV12 cells, Alamar Blue viability, 48 h; higher % means a stronger effect. one-dose cytotoxicity, % at 10 µM; EC50 in µM for titrated hits. actives 1.7% (n = 63,000);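 active = compounds whose percent cytotoxicity in the single-dose primary screen, scaled between solvent and toxic-drug controls, exceeds 50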;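 note: 0% = DMSO solvent wells and 100% = doxorubicin-treated wells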
HPDE-C7 cytotoxicity = HPDE-C7 pancreatic duct cell viability loss – fluorescence, HTS (AID 430); HPDE-C7 pancreatic duct cells viability, fluorescence; higher % means a stronger effect; cytotoxicity, % at 10 µM; hits with a dose series show EC50 in µM; actives 1.8% (n = 63,000);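 note: cells exposed to compound for 48 hours before viability readout; 0% = vehicle and 100% = reference cytotoxic drug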
MK inhibit = S. pneumoniae mevalonate kinase inhibition; purified MK, PK/LDH-coupled NADH absorbance 340 nm; inhibition, % at 10 µM; actives 0.48% (n = 65,000); AID 555;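 active = ranked among the strongest by inhibition in the single 10 µM screen, a fixed top-ranked set picked for dose follow-up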; note: no value below 0 was filed
Bfl-1 displacement = displacement of Bid BH3 peptide from Bfl-1 – biochemical, fluorescence polarization, FITC-Bid, mouse, primary screen (AID 432) | displacement, % at 20 µM, or IC50 in µM where a hit was titrated | actives 0.02% (n = 64,000) | FITC-Bid BH3 peptide fluorescence polarization displacement; higher % means a stronger effect; in the data active = a potency from the dose series; inactive = the rest, 99 in 100 with displacement below about 15%; note: strong numbers were not always called active
LYP phosphatase = LYP phosphatase inhibitors, primary screen, biochemical, DiFMUP fluorescence, recombinant catalytic domain, 10 µM (AID 606) | inhibition, % at 10 µM; hits with a dose series show IC50 in µM | 52,000 tested, under 10 active | recombinant LYP catalytic domain, DiFMUP fluorescence; higher % means a stronger effect;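 active = IC50 under 40 µM in the dose-response test; inactive = IC50 of 40 µM or more, or never dose-tested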
Spn PMK inh pilot replicates = also measured in Spn PMK inh; calls as there; inhibition, %; measured here: pilot screen replicates
MK inhibit pilot replicates = second read-out of MK inhibit, no call of its own (marks repeat the call); inhibition, %; measured here: pilot screen replicates
DPM-DC inhibit pilot screen % = recorded beside DPM-DC inhibit, whose call it bears; inhibition, %; measured here: pilot screen trials
Starred values were filed as active, the others as inactive; i = inactive; / = not tested or not shown. Cut-off read from the data, not from the text of the source, unless noted: active = cytotoxicity above about 50%; inactive = the rest.

SMILES | Spn PMK inh | Alkaline phosphatase | DPM-DC inhibit | HT1080 viability | KRASV12 cytotoxicity | HPDE-C7 cytotoxicity | MK inhibit | Bfl-1 displacement | LYP phosphatase | others
CCCCN(C(=O)NC(=O)Nc1ccccc1C)S(C)(=O)=O | 1 | 1% | i | -2% | -4% | -10% | 0 | -11% | 5%
CN(C)c1ccc(/C=C/c2cc[n+]([O-])cc2)cc1 | 0 | 8% | i | -14% | -5% | 9% | 14 | -57% | 8%
COc1ccc(N(CC(=O)Nc2ccc3c(c2)OCO3)S(=O)(=O)c2ccccc2)c(OC)c1 | 0 | 10% | i | 7% | 19% | 17% | 0 | -2% | 13%
COc1ccccc1NC(=O)Nc1ncccc1C | 20 | 8% | i | -10% | -6% | -6% | 7 | -3% | -7%
C=CCN(C(=O)CNC(=O)c1ccco1)C(C(=O)NC1CCCCC1)c1ccccc1F (stereo not given) | 23 | 20% | i | 1% | 13% | 9% | 5 | 2% | -1% | Spn PMK inh pilot replicates=2.5;MK inhibit pilot replicates=0.0;DPM-DC inhibit pilot screen %=0.0
COc1ccccc1OCCSc1nc2ccccc2c(=O)[nH]1 | 0 | 19% | i | -3% | 15% | 14% | 6 | -1% | / | Spn PMK inh pilot replicates=2.0;MK inhibit pilot replicates=0.0;DPM-DC inhibit pilot screen %=0.0
Cn1c(=O)oc2cc(S(=O)(=O)NCCC(=O)NCCc3ccc(Cl)cc3)ccc21 | 4 | 5% | i | 13% | -7% | -9% | 3 | -1% | 6%
CCc1sc(C(=O)Nc2ccsc2C(=O)OC)cc1Br | 10 | 14% | i | 7% | -14% | -10% | 13 | -3% | -9%
CCOC(=O)CNc1nc(C#N)nc(N2CCOCC2)n1 | 13 | 2% | i | -9% | -2% | 8% | 0 | -3% | 6%
O=C(Cn1c(C(=O)NCC2CCCO2)cc2sccc21)c1ccccc1 (stereo not given) | 5 | 1% | i | -3% | 0% | -15% | 3 | -8% | / | Spn PMK inh pilot replicates=0.0;MK inhibit pilot replicates=0.0;DPM-DC inhibit pilot screen %=1.0
N/C(CN1CCCC1=O)=N\O | 11 | 17% | i | 13% | -4% | -5% | 6 | 1% | 10%
CCOC(=O)CNC(=O)CNC(=O)c1ccc(OCC(C)C)cc1 | 5 | 12% | i | 22% | -19% | -3% | 0 | -5% | -2%
O=C(NCCc1nc2ccccc2[nH]1)c1ccc(F)cc1 | 4 | 13% | i | 6% | -5% | -1% | 8 | -8% | 9%
Cc1cccc(NC(=O)Cn2nnc(-c3ccc(CN4CCCC4)cc3)n2)c1C | 5 | -1% | i | 4% | -21% | -25% | 4 | 1% | /
COc1ccc(-c2c(C)nn3c(N4CCC(C(=O)N5CCCCC5)CC4)cc(C)nc23)cc1OC | 3 | 8% | i | -5% | -4% | -6% | 6 | 10% | /
CCOc1ccc(N(C(C)=O)C2C=CS(=O)(=O)C2)cc1 (stereo not given) | 0 | 14% | i | -4% | 15% | 6% | 6 | -3% | 9% | Spn PMK inh pilot replicates=1.5;MK inhibit pilot replicates=4.0;DPM-DC inhibit pilot screen %=0.0
CC1CN(C2CCCCC2)c2nc3c(c(=O)[nH]c(=O)n3C)n2C1 (stereo not given) | 5 | 10% | i | -3% | -9% | -2% | 3 | 5% | 8% | Spn PMK inh pilot replicates=0.0;MK inhibit pilot replicates=0.0;DPM-DC inhibit pilot screen %=1.0
O=C(Nc1ccncc1)c1ccc2c(c1)OCCO2 | 13 | 7% | i | -5% | -7% | 2% | 8 | 0% | 6%
CN(C)S(=O)(=O)c1ccc2c(c1)c(=O)c(C(=O)NCCCN1CCCCCC1)cn2C | 14 | 12% | i | -2% | 8% | -5% | 8 | -5% | 0% | Spn PMK inh pilot replicates=0.5;MK inhibit pilot replicates=1.5;DPM-DC inhibit pilot screen %=2.5
CCc1ccc(-n2c(SCC(=O)Nc3cc(C)[nH]n3)nc3[nH]ncc3c2=O)cc1 | 3 | -37% | i | 4% | -5% | -6% | 3 | -4% | 3%
COCCCNC(=O)Cn1cc(C(C)=O)c2ccccc21 | 6 | -1% | i | 9% | -3% | -8% | 6 | -3% | 6%
CCc1ccc(CCC(=O)Nc2nccs2)o1 | 2 | 8% | i | -4% | -8% | -11% | 7 | 2% | 15%
O=c1[nH]c(CN2CCN(c3ccccc3Cl)CC2)nc2ccsc12 | 0 | 4% | i | 0% | 16% | 6% | 2 | -6% | 14%
CCN1C(=O)CSc2ccc(C(=O)OC)cc21 | 2 | 11% | i | -3% | -5% | -3% | 0 | -5% | /
COc1ccc2c(c1)c(C(=O)CN1CCN(C(=O)c3ccco3)CC1)c(C)n2C | 5 | 0% | i | 14% | / | / | 12 | -1% | /
CC(C)COC(=O)CCNc1n[nH]c(=O)[nH]c1=O | 26 | 11% | i | 1% | -12% | -2% | 5 | -3% | 15%
CCCC(CCC)C(=O)OC1C[C@H]2CC[C@@H](C1)[N+]2(C)C (stereo not given in full) | 6 | 14% | i | -14% | -12% | -5% | 5 | -4% | 0% | Spn PMK inh pilot replicates=5.0;MK inhibit pilot replicates=3.0;DPM-DC inhibit pilot screen %=0.0
CCCCC(=O)Nc1cc2nn(-c3ccc(OC)cc3)nc2cc1C | 11 | 9% | / | 1% | -5% | -8% | 14 | 0% | 11%
O=C(CSC1=NCCN1)NC12CC3CC(CC(C3)C1)C2 | 16 | 3% | i | 0% | -20% | -7% | 2 | 3% | -13%
O=c1cccc(-c2ccc(Br)cc2)o1 | 0 | 12% | i | 9% | 10% | -4% | 7 | -2% | 6%
CCOC(=O)c1sc2ncnc(NCC(c3cccs3)N(C)C)c2c1C (stereo not given) | 10 | 9% | i | -5% | 16% | 5% | 0 | -2% | /
CSc1ncc(Cl)c(C(=O)NCc2ccc3c(c2)OCO3)n1 | 0 | 10% | i | -3% | -3% | -9% | 8 | 0% | -16%
CC(C)C[C@H](NC(=O)Nc1cccc(C(F)(F)F)c1)C(=O)O | 8 | 6% | i | 2% | 8% | -9% | 3 | 0% | 5% | Spn PMK inh pilot replicates=0.0;MK inhibit pilot replicates=0.0;DPM-DC inhibit pilot screen %=0.0
COc1ccc(OC)c(C(=O)CN2C(=O)NC(C)(c3ccccc3)C2=O)c1 (stereo not given) | 15 | 8% | i | 14% | -16% | -11% | 0 | 9% | /
O=C(Cn1c(=O)sc2ccccc21)Nc1ccc(S(=O)(=O)N2CCCC2)cc1 | 15 | 8% | i | 1% | 26% | 12% | 0 | -4% | 6%
O=S1(=O)N=CN(Cc2cccc(F)c2)c2ccccc21 | 9 | 8% | i | 14% | -1% | 2% | 8 | -1% | /
CCOC(=O)N1CCC2(CC1)CC(=O)c1cc(O)ccc1O2 | 7 | 8% | i | 5% | 0% | -6% | 5 | 4% | 11%
CCCN1C(=O)C(NC(=O)c2ccncc2)(C(F)(F)F)C2=C1CC(C)(C)CC2=O (stereo not given) | 2 | 9% | i | / | -4% | 1% | 8 | -2% | 8%
COc1cc(NC(=O)c2cccs2)ccc1NC(=O)c1ccco1 | 0 | 20% | i | 8% | 1% | 6% | 0 | 5% | 1%
O=C(c1scc2c1CCCC2)N1CCCCC1 | 0 | 2% | i | / | -5% | -3% | 0 | -7% | 4%
Cc1ccc(-c2cnc(-c3ccncc3)o2)cc1 | 11 | 7% | / | -14% | -8% | -5% | 4 | 6% | -21%
O=C(NCC1CCCO1)c1cccc(Br)c1 (stereo not given) | 0 | -1% | i | 5% | 10% | 5% | 3 | 1% | -3%
Nn1c(SCC(=O)N2CCCCC2)nnc1-c1ccncc1 | 7 | 7% | i | 0% | -18% | -15% | 0 | 6% | 3%
COc1ccc(-c2ccc(SCC(=O)N3CCOCC3)nn2)cc1 | 15 | 4% | i | 4% | -4% | 0% | / | -2% | 1%
CC1Cc2ccccc2N1C(=O)CSc1nc2ccccc2n1CC(=O)N1CCOCC1 (stereo not given) | 9 | 6% | i | 7% | 4% | -3% | 8 | -7% | 1% | Spn PMK inh pilot replicates=0.0;MK inhibit pilot replicates=3.0;DPM-DC inhibit pilot screen %=2.5
O=C(c1cccs1)c1ccc(-c2cccs2)s1 | 14 | 13% | i | -2% | 9% | -3% | 8 | -4% | -7%
CCn1nc(C(=O)OCc2c(C)noc2C)c2ccccc2c1=O | 15 | 13% | i | -12% | -2% | 12% | 4 | -3% | /
CCOC(=O)C1CCN(Cc2nc(-c3ccc(OC)c(OC)c3)no2)CC1 | 11 | 2% | i | 2% | 3% | -14% | 5 | -7% | -8%
CN(Cc1ccco1)C(=O)C1CCC(=O)N1Cc1ccc(F)cc1 (stereo not given) | 7 | / | i | 10% | / | / | 3 | / | /
Cn1c(=O)c2c(nc(CN3CCN(c4ccccc4)CC3)n2CCc2ccccc2)n(C)c1=O | 17 | / | i | 0% | / | / | 4 | / | 12%
Next results follow.
SMILES | Spn PMK inh | Alkaline phosphatase | DPM-DC inhibit | HT1080 viability | KRASV12 cytotoxicity | HPDE-C7 cytotoxicity | MK inhibit | Bfl-1 displacement | LYP phosphatase | others
CCOC(=O)N1CCN(C(=O)C2c3cc(OC)c(OC)cc3C(=O)N3CCc4ccccc4C23)CC1 (stereo not given) | 7 | -2% | i | 9% | -13% | -14% | 8 | 3% | 13% | Spn PMK inh pilot replicates=2.5;MK inhibit pilot replicates=0.0;DPM-DC inhibit pilot screen %=0.0
Cc1ccc(S(=O)(=O)C(C#N)c2nc3ccccc3nc2N2CC(C)OC(C)C2)cc1C (stereo not given) | 4 | 17% | i | 7% | 76%* | 50%* | 2 | 10% | 5%
COC(=O)c1ccccc1NC(=O)CN1CCC(n2nnc3cc(C)ccc32)CC1 | 0 | 20% | i | 4% | 7% | -6% | 8 | 6% | /
COc1cc(C2=NOC(C(=O)N3CCN(c4ccc(F)cc4)CC3)C2)cc(OC)c1OC (stereo not given) | 9 | 12% | i | -1% | -14% | -12% | 2 | -6% | 1%
CN1CCN(c2nc3nonc3nc2N2CCN(C)CC2)CC1 | 12 | 18% | i | -2% | 4% | 4% | 15 | 2% | 11%
COc1cccc(-c2noc(CCC(=O)Nc3cccnc3)n2)c1 | 10 | 9% | i | 9% | 14% | 2% | 8 | -2% | /
COc1ccc(N2CCN(C(=O)c3ccc(-n4nc(C)cc4C)cc3)CC2)cc1 | 5 | 8% | i | -2% | 3% | -5% | 2 | -4% | 4%
Cc1cc(C)n(CCOc2ccc(Cl)cc2Cl)n1 | 14 | 7% | i | -1% | -5% | -3% | 6 | 0% | /
COc1ccc(OC)c(S(=O)(=O)N2C(C)CCCC2C)c1 (stereo not given) | 2 | 12% | i | -3% | 1% | 0% | 8 | -1% | -6%
CN1CCc2c(sc(NC(=O)c3ccc(S(=O)(=O)N4CCOCC4)cc3)c2C(N)=O)C1 | 7 | 12% | i | 0% | -9% | -16% | 6 | 0% | -4%
